# m-calpain inh: blocks pig calpain II enzyme activity; purified calpain II, fluorogenic peptide substrate, 30 min; inhibition, % at 16 µM; 220,000 tested, 0.37% active;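 active means inhibition above about 50%, limit read from the data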
# eIF4E 4G PPI: eIF4E/eIF4G interaction inhibition in translation initiation | TR-FRET eIF4E-eIF4GI(517-606) binding, 2 h | inhibition, % at 21.7 µM | 220,000 tested, 0.37% active | AID 782;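 active means inhibition above about 30%, limit read from the data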;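 further: 0% = full FRET control wells and 100% = background wells lacking eIF4GI fragment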
# EBV gp42 block: inhibitors of Epstein-Barr virus glycoprotein 42; Q1HVG2; Fluorescence polarization binding assay, mP read-out; inhibition, % (tested at 21.74 µM); 220,000 tested, 0.42% active; AID 1085; in the data active means inhibition above about 50%
# Target sequence (Q1HVG2 whole entry, looked up): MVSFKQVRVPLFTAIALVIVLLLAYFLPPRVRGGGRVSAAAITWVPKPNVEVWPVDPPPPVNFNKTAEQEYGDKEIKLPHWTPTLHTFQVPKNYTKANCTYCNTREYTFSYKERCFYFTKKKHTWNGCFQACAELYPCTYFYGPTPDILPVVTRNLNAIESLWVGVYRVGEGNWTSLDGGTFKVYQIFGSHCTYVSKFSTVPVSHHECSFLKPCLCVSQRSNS
# zVAD death inh: L929 zVAD cell death inhibition | viability rescue, % at 10 µM | 220,000 tested, 0.38% active | L929 zVAD necroptosis rescue, ATP luminescence, 24 h; with zVAD 60 µM;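 active means activation, scaled between plate controls, above about 75%, limit read from the data; inactive means activation under that limit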;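 further: 0% = zVAD with DMSO and 100% = DMSO alone without zVAD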
# Rad51 HR inh: blocks human Rad51 in homologous recombination; inhibition, % at 10 µM; AID 1385; 200,000 tested, 0.085% active; Q06609; hRad51 DNA strand exchange, fluorescence dequenching;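 active means inhibition above 40% at the single screening dose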;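 further: 0% = DMSO control wells and 100% = blanks with heterologous ssDNA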
#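 Material: Human Rad51 nucleoprotein filaments preassembled on unlabelled ssDNA | Also added: Labelled 47-mer dsDNA for strand exchange | Dosing: Single dose, 10 µM final compound | Schedule: 30-min compound preincubation and 15-min exchange, both room temperature | Technique: Fluorescence dequenching at 485/520 nm | Measure: Percent inhibition relative to plate controls and blanks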
# MDM2 E3 inh: inhibitors of human Mdm2 E3 ubiquitin ligase | cell-based MDM2 ubiquitination luciferase reporter, 2 h; 0 = plate control, 100 = twice control, blank-subtracted | signal enhancement, % at 5 µM | 210,000 tested, 0.11% active | Q00987;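 active means signal enhancement of 30% or more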;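 further: luminescence tracks abundance of the self-degrading MDM2-luciferase fusion protein; higher signal means inhibition of MDM2 E3 ligase activity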
# Target sequence (Q00987 whole entry, looked up, the tested form may be a part): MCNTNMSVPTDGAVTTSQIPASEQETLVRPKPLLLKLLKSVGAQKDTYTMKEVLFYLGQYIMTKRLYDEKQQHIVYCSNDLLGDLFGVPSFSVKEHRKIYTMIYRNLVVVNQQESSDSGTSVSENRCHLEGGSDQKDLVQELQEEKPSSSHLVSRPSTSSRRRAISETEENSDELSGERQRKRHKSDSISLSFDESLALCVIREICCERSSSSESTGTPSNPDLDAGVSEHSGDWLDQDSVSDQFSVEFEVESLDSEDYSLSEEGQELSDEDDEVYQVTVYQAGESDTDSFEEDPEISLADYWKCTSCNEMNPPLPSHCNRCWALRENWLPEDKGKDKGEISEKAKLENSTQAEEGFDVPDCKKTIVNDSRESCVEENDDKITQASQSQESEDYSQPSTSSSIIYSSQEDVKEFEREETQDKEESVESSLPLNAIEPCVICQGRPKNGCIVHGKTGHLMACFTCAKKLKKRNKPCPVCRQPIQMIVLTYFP
#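 Assay system: stable mammalian line carrying autodegrading MDM2–luciferase fusion reporter; Input: 2000 cells in each well; Compound dosing: single-point 5 µM; Schedule: 2 h compound exposure at 37 °C; Signal: SteadyLite luciferase luminescence after 15 min room-temperature reagent incubation; Evaluation: % luminescence enhancement versus blank-corrected plate control mean; Benchmarks: plate controls and plate blanks.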
# PERK inh: human PERK inhibition, primary cell-based screen; Q9NZJ5; CHO PERK-DD fusion, SEAP luminescence translation reporter; inhibition, % at 5.6 µM; 220,000 tested, 0.17% active;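 active means inhibition above the mean inhibition of all tested compounds plus 3 SD, set separately per screening campaign, cut at about 2.9% in these data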;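 further: PERK kinase domain activated by AP20187 dimerizer at 100 nM; 0% = DMSO with dimerizer and 100% = rapamycin at 8.4 µM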
# TNF death inh: blocks TNF-alpha induced death of Jurkat FADD-/- cells; 220,000 tested, 0.068% active; activation (protection from cell death), % at 10 µM; Jurkat FADD-/- TNF necroptosis rescue, ATP luminescence, 24 h; 0 = TNF only, 100 = no-TNF cells; AID 463075;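 active means activation, meaning protection from cell death, of at least 50% relative to plate controls; inactive means activation below 50%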;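 further: necroptosis triggered by 40 ng/mL TNF-alpha added together with compound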
# Cl transport mod: modulates chloride dependent transport by human KCC2 | Q9H2X9 | KCC2 cells, thallium flux FluoZin-2 fluorescence | B-score of Tl+ flux slope (higher = more flux/activation; lower = inhibition) at 10 µM | 190,000 tested, 2.2% active | AID 1456;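 active means thallium flux slope and its plate-corrected score both differing from the plate sample mean at a set confidence after two filtering rounds, in either direction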;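 further: slope of fluorescence scaled to starting intensity during 10 to 20 s after thallium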
# * hit, by the source's call; · = no result given; [ ] = dose if it differs, or a comment.
SMILES,m-calpain inh,eIF4E 4G PPI,EBV gp42 block,zVAD death inh,Rad51 HR inh,MDM2 E3 inh,PERK inh,TNF death inh,Cl transport mod
CCOC(=O)CC(NC(=O)c1ccco1)c1ccc(C)cc1 (stereo unspecified),-14,10[fluorescence artefact?],-5,0.0,-2,-20,-0.1,-1.0,0.31
CCCCn1c(CNC(C)=O)nc2ccccc21,-13,5,-12,0.7,5,-12,0.3,0.9,0.063
O=C(NNC(=S)Nc1ccccc1)c1cccc(S(=O)(=O)N2CCOCC2)c1,26,-2,-10,-0.2,-12,-12,0.6,0.5,-0.69
COCCN(CCOC)S(=O)(=O)c1ccc(C(=O)Nc2nnc(C)o2)cc1,-37,0,8,0.0,10,0,0.7,-2.8,-0.93
O=C(NC(=S)N1CCOCC1)C12CCC3CC(CC(C3)C1)C2,1,-6[fluorescence artefact?],4,0.5,7,-18,0.5,1.8,3.1
CCc1nc(NCC(C)C)c(C#N)c2c1COC(C)(C)C2,-37,-2,-18,0.7,1,2,2.0,1.2,·
COc1ccc(C(=O)NC2(C(F)(F)F)C(=O)N(Cc3ccco3)C3=C2C(=O)CC(C)(C)C3)cc1OC (stereo unspecified),15,-8,77*,0.0,-1,-8,0.4,-2.4,·
CC(=O)Oc1ccccc1N(C(C)=O)S(=O)(=O)c1cccc([N+](=O)[O-])c1,-27,1,14,0.9,9,-7,-0.2,-0.9,-2.5
CCO[C@@H]1OC(C(=O)NCc2ccccc2)=C[C@H](C2CCCCC2)[C@H]1CCCO,18,-3,2,0.6,-4,·,0.1,9.9,-0.32
O=C(CCC1CCCN(C(=O)CC2=CCCCC2)C1)N1CCN(c2ccccn2)CC1 (stereo unspecified),3,1,-6,-1.2,-10,-17,-0.4,0.3,-1.6
O=C(COC(=O)CNS(=O)(=O)c1c(Cl)cccc1Cl)Nc1ccccc1Sc1ccccc1,1,6[fluorescence artefact?],-31,2.9,5,-12,0.5,0.9,-1.2
CSc1ncnc2c1cnn2-c1ccc(C)cc1C,14,0,8,0.2,-11,-3,0.9,-0.4,-0.61
Cc1cccc(N2CCN(C(=O)Cn3cnc4c3c(=O)n(C)c(=O)n4C)CC2)c1C,15,0,4,-0.9,5,-6,0.0,0.0,0.68
CC(C)(C)NC(=O)C(c1cccs1)N(C(=O)c1csnn1)c1cccc(F)c1 (stereo unspecified),-18,3,-10,0.4,21,-2,-0.2,-1.0,·
COc1cc(OC)nc(NC(=O)NS(=O)(=O)c2ccc(OC(F)(F)F)cc2)n1,21,-2[fluorescence artefact?],-23,1.5,6,-22,-0.2,1.5,·
C/C(=N\NC(=O)CCCNc1ccccc1)c1ccncc1,-37,-1,-3,11,-5,1,1.3,0.8,-0.18
Cc1ccc2cn[nH]c2c1[N+](=O)[O-],3,-1,15,3.1,25,-20,0.2,1.2,0.34
Brc1ccc(-c2nnc3n2-c2ccccc2CC3)cc1,-2,-3,-8,0.0,-4,-12,-0.3,1.2,-1.7
COc1ccc2sc(NC(=O)CC(C)C)nc2c1,-3,5,-12,77*,-9,0,0.1,4.3,-0.2
Cc1nn(C)cc1CN1CCCC(C(=O)c2ccc(-c3ccccc3)cc2)C1 (stereo unspecified),10,1,1,-0.2,19,-9,0.8,-0.4,-1.3
CCOC(=O)C1(CCc2ccccc2)CCN(Cc2ccc(OC)cc2)CC1,31,3,-12,-0.6,·,-8,0.2,-0.2,0.11
O=S(=O)(c1ccccc1)c1cnc(-c2cccnc2)nc1-c1ccccc1,38,11,-10,1.0,-2,-4,-0.7,-2.1,0.35
O=C(NN=C1CCCC1)c1n[nH]c2c1CCCC2,29,-5,-5,-0.6,-5,-56,0.2,0.6,-0.47
CCN(CC)C(=O)c1[nH]cnc1C(=O)N[C@@H](CC(C)C)C(=O)OC(C)(C)C,24,4,-8,-0.1,3,·,0.6,0.0,2.4
COc1ccc(N(CC(=O)Nc2cc(C)ccc2C)S(=O)(=O)c2c(C)nn(C)c2C)cc1,-14,1,-14,1.4,·,0,-0.2,-0.7,-2.1
Cc1cc(NC(=O)CSc2ccccn2)no1,-3,-4,0,2.1,2,-11,0.2,23,-0.19
COc1ccc(NC(=O)c2[nH]c(C)c(C(C)=O)c2C)cc1S(=O)(=O)N1CCOCC1,-4,9,-12,1.0,·,·,0.4,-3.4,0.75
CCC(=O)N(Cc1ccc(S(N)(=O)=O)cc1)C1CC(=O)N(c2ccc(OC)cc2)C1=O (stereo unspecified),-31,-4[fluorescence artefact?],-20,-0.4,0,3,1.3,-2.5,·
C=C(C(=O)c1ccccc1)C(C)CC(=O)c1ccccc1 (stereo unspecified),-8,5,-1,1.0,5,-8,0.2,0.3,-0.094
COc1ccc(-c2nc3n(n2)C(c2ccccc2Cl)C(C(N)=O)=C(C)N3)cc1 (stereo unspecified),12,1,-17,1.0,5,-2,0.4,0.0,·
O=C(N/N=C1/SCC(=O)N1Cc1ccco1)c1ccccc1F,14,2,-7,4.3,3,-4,1.2,1.9,0.56
O=C1c2cccc3cccc(c23)C(=O)N1c1ccc2ncccc2c1,-13,6[fluorescence artefact?],-70,0.1,-7,-1,-1.1,0.9,-0.35
COc1ccc(NC(=S)N(CCCN2CCOCC2)Cc2cn(C)c3ccccc23)cc1OC,15,5,0,·,8,17,-0.4,-3.3,-0.032
CCOc1ccc(-c2nnc(SCc3nc4ccccc4[nH]3)n2N)cc1,-12,11,-18,0.8,-2,-3,0.3,-1.3,·
CCc1nc(SCC(=O)Nc2nccs2)c2oc3ccccc3c2n1,-176,-43,-8,0.7,·,-5,-0.9,1.0,-1.8
Cc1ccc(C(=O)NCCc2nnc3ccc(SCC(=O)Nc4ccc(C)cc4C)nn23)cc1,-17,-1,-13,0.0,7,-11,0.5,2.4,0.72
Cc1ccc(C)c(N2CCN(C(=O)Cn3c(=O)[nH]c4ccsc4c3=O)CC2)c1,-3,8,-14,1.0,6,-1,-0.1,0.5,·
CCC(C)Oc1ccc(/C=C/c2[nH]c(=O)[nH]c(=O)c2[N+](=O)[O-])cc1OC (stereo unspecified),-26,-1,-2,2.1,3,3,1.8,-0.4,-0.26
Cc1cccc(C=Nc2ccc3c4c(cccc24)CC3)c1O,-115,17,-7,0.5,-71,-6,-0.1,-6.9,1
Cn1c(OCc2ccco2)nc2c1c(=O)n(Cc1ccc(Cl)c(Cl)c1)c(=O)n2C,-47,-3,8,-1.2,4,-9,-0.4,-0.2,-0.35
O=Cc1sc(=O)n(Cc2cccc(C(=O)O)c2)c1Cl,1,-8,-14,1.4,-59,-11,1.9,1.8,0.73
Cn1c2c(c(=O)n(C)c1=O)C(NC(=O)C(C)(C)C)(C(F)(F)F)C(=O)N2 (stereo unspecified),18,-3,14,0.4,2,-6,1.6,0.6,·
O=[N+]([O-])c1cc(-c2nnc(-c3ccccc3)o2)ccc1Oc1ccc(Cl)cc1,-12,3,-3,0.1,6,-5,1.2,1.5,-0.02
Cn1ncc2c1ncn1nc(COc3ccc4ccccc4c3)nc21,-20,-2,-26,0.6,-3,4,0.2,-0.1,·
CC1(C)N=C(/C=N/O)CN1O,5,6,-9,-0.2,6,9,0.6,-3.5,0.22
CCOCCCNC(=O)C1CCCCN1S(=O)(=O)c1ccc(F)cc1 (stereo unspecified),2,2[fluorescence artefact?],-1,0.9,-1,-17,1.1,-0.2,·
Cc1c(Cl)ccc2sc(NC(=O)CN3C(=O)c4ccccc4C3=O)nc12,3,2,-9,·,·,·,0.5,1.4,-1.6
CCCCC(c1nnnn1CCOC)N1CCN(Cc2ccccc2)CC1 (stereo unspecified),-19,5,-11,-1.6,6,·,-0.9,0.8,-1.8
O=C(/C=C/c1ccccn1)c1cc(Br)ccc1O,-10,3,1,-0.4,10,-9,0.1,-19,·
Cc1c(NC(=O)CCC(=O)N2CCOCC2)c(=O)n(-c2ccccc2)n1C,27,3,4,1.4,-4,-3,1.3,0.2,1.1
COc1ccc(Cl)cc1S(=O)(=O)N1CCN(c2ccc(F)cc2)CC1,-6,9,-15,-0.1,-3,-5,-0.1,-0.4,-0.25
O=C1NC(NS(=O)(=O)c2ccccc2)(C(F)(F)F)C(=O)N1c1ccc(F)cc1 (stereo unspecified),-14,6,3,1.0,7,-3,0.8,1.7,0.034
Cc1ccc(N=Nc2ccc(O)c3ncccc23)cc1,15,-6,14,1.1,4,12,0.6,-13,11*
COc1ccc(NC(=O)C(c2ccc(C)cc2)N(C)C(=O)CC2NC(=O)NC2=O)cc1 (stereo unspecified),-9,-1,-15,0.5,6,1,1.1,1.4,0.23
CCNC(=O)CCc1nc(-c2ccc(C)cc2)no1,-5,-8,-4,-0.1,·,8,0.9,0.4,0.37
COc1cccc2[nH]c3c(=O)n(CCCN4CCOCC4)cnc3c12,-99,5,-13,-0.3,·,-5,0.3,5.2,-0.03
CCOc1ccc(-c2nnc(-c3cccs3)o2)cc1OCC,-183,-3,-8,0.3,-2,-9,0.2,-2.0,-0.89

# The order is random; any-hit rate near 3.6%.
